phage Ecoli inh: growth loss of phage-infected E. coli, primary screen, RecBCD inhibitor project, absorbance, with phage, HTS; inhibition, % at 11.9 µM; actives 0.26% (n = 360,000); in the data active means inhibition above about 11%
DSG3 Ab inh: inhibitors of pemphigus antibody binding to DSG3, primary screen, biochemical, bead-based, flow cytometry, scFv-GFP; DSG3-coupled beads, scFv-anti-DSG3-GFP binding; active compounds read low; binding (percent of control), % at 10 µM; actives 0.48% (n = 310,000);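 active means binding more than 3 SD below its plate's average and above zero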;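 further: hits lower antibody fragment binding to DSG3; some compounds called inactive have numbers as strong as hits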
Target sequence (P32926 whole entry, looked up, the tested form may be a part): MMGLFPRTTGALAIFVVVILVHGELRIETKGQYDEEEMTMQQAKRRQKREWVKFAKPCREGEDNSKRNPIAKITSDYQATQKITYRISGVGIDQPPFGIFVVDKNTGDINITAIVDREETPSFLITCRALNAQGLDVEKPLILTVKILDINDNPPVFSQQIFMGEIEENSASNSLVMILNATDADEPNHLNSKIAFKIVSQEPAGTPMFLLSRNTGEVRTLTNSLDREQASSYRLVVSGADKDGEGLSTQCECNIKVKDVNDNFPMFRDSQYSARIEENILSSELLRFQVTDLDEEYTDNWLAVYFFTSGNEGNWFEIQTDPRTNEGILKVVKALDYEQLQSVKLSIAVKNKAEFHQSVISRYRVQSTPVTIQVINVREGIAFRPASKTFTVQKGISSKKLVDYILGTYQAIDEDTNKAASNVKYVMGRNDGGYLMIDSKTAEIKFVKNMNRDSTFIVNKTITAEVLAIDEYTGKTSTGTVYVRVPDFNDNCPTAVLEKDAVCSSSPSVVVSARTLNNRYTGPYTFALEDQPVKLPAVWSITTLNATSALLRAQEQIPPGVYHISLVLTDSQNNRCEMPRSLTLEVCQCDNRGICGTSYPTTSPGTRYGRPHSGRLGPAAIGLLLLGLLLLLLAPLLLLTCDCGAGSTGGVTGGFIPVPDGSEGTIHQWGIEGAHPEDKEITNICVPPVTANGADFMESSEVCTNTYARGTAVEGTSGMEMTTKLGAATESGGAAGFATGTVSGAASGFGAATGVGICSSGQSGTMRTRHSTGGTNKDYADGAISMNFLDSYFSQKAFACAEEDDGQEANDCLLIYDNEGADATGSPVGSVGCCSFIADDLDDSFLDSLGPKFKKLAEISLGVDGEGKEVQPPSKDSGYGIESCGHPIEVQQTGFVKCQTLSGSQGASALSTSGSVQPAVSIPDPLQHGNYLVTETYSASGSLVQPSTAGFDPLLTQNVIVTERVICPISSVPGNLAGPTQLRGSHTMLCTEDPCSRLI
PKA-R1A act: activators of PKA-R1A holoenzyme, primary screen, biochemical, fluorescence polarization, Cy5-IP20, bovine R1A, mouse PKAc. cAMP-dependent protein kinase type I-alpha regulatory subunit (Bos taurus) + …. PKA-R1A dissociation; scaled: DMSO 0%, 113 µM cGMP 100%. activation, % at 11.4 µM. actives 0.083% (n = 340,000). AID 504707, 2011;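 active means percent activation above the mean of all tested compounds plus 3 SD, cut at about 19% in these data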;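 further: higher means more PKAc released from R1A so a rise in polarization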
Numbers without * were called inactive; . = not tested or not shown. A portion of the library. The share of hits here may be higher or lower than overall.

SMILES | phage Ecoli inh | DSG3 Ab inh | PKA-R1A act
CN(Cc1ccccc1)C(=O)CCC1CCN(C(=O)c2ccco2)CC1 | -2.8 | 92 | -1
OCC1OC(n2cnc3c(SCc4ccccc4)nc(NO)nc32)C(O)C1O (stereo unspecified) | 1.6 | 100 | 5
Cc1nnc(N2C(=O)C(=O)/C(=C(/O)c3ccc4c(c3)OCCO4)C2c2cccc([N+](=O)[O-])c2)s1 (stereo unspecified) | 0.9 | 99 | -6
COc1ccccc1NS(=O)(=O)c1cccc(NS(=O)(=O)c2cc(C(=O)O)ccc2Cl)c1 | 2.8 | 99 | -8
COc1ccc(C(=O)OCC(=O)NC23CC4CC(CC(C4)C2)C3)c(O)c1 | 1.8 | 102 | -6
CCCCCCC1CC(=CN(C)C)C(=O)O1 (stereo unspecified) | 1.2 | 106 | -2
Cc1c(Cl)cccc1NC(=S)NC(=O)c1ccccc1 | 2.7 | 135 | -3
COc1ccc(CNC(=O)O[C@H]2CN(C(=O)OC(C)C)N(C(=O)OC(C)C)[C@@H]3CN(S(=O)(=O)c4ccc(C)cc4)C[C@]23O)cc1OC | 0.4 | 114 | -10
Cc1nc(Cc2nnc(SC(C)C(=O)Nc3ccccc3)o2)cs1 (stereo unspecified) | 1.3 | 94 | 10
O=C(NCCN1CCOCC1)c1ccc2c(c1)N(Cc1cccc(Cl)c1)C(=O)c1ccccc1S2(=O)=O | 0.8 | 96 | -1
CNC(=O)c1ccc(CN(C)C(=O)c2cccc(S(=O)(=O)N3CCc4ccccc4C3)c2)cc1 | 1.1 | 103 | -3
CC1=C(C(=O)N(C)C)CC(CC(=O)NCc2ccco2)C(=O)N1Cc1ccccc1 (stereo unspecified) | 4.6 | 86 | -1
Cc1ccc(S(=O)(=O)N2C[C@]3(O)C[C@@H]4C(=O)N(c5ccccc5)C(=O)[C@@H]4C[C@]3(OC(=O)NCc3ccccc3)C2)cc1 | 4.4 | 109 | 0
COc1ccc(-c2csc(NC(=O)CCNC(=O)c3ccco3)n2)cc1 | 4.7 | 96 | -1
COCCCN1C(=O)C(CC(=O)NC(c2ccccc2)c2ccccc2)CC(C(=O)N2CCOCC2)=C1C (stereo unspecified) | 3.1 | 96 | -7
COc1ccc(CN2C(=O)C(CC(=O)NCC3CCCCC3)CC(C(=O)N(C(C)C)C(C)C)=C2C)cc1 (stereo unspecified) | -4.5 | 102 | 2
CCn1c(C)cc(C(=O)CSc2nnc(C3CC3)n2C2CC2)c1C | 1.2 | 104 | 7
COc1ccc(NC(=O)CSc2nnnn2C2CCCC2)cc1S(=O)(=O)N1CCOCC1 | 0.5 | 96 | 3
Cc1nc2ccccn2c(=O)c1NC(=O)c1ccc2c(c1)OCO2 | 3.0 | 104 | 12
CCOCCCn1c(SCC(=O)NC2CCCCC2)nc2ccccc2c1=O | 3.2 | 98 | -4

Look-ups from the entries so far.
Reading for COc1ccc(CNC(=O)O[C@H]2CN(C(=O)OC(C)C)N(C(=O)OC(C)C)[C@@H]3CN(S(=O)(=O)c4ccc(C)cc4)C[C@]23O)cc1OC under PKA-R1A act: -10
Reading for COc1ccccc1NS(=O)(=O)c1cccc(NS(=O)(=O)c2cc(C(=O)O)ccc2Cl)c1 under phage Ecoli inh: 2.8

Next section
SMILES | phage Ecoli inh | DSG3 Ab inh | PKA-R1A act
N#Cc1ccc(C(S(=O)(=O)Cc2ccccc2)S(=O)(=O)Cc2ccccc2)cc1 | -0.6 | 97 | 5
COCC(C)n1c(SCC(=O)NC2CCCCC2)nc2ccccc2c1=O (stereo unspecified) | 0.8 | 105 | -6
CC1(C)CC(=O)C=C(c2n[nH]nc2C2CCCCC2)C1 | 2.0 | 104 | -6
COc1ccc(C(CNC(=O)c2ccc(OCc3cscn3)cc2)N2CCCC2)cc1 (stereo unspecified) | 3.2 | 105 | -5
O[C@H]1C[C@H](c2ccccc2)N(CC2CCCCC2)C[C@@H]1n1cc(C2CC2)nn1 | 0.2 | 102 | -13
O=C1CCC(C(=O)N2CCN(c3cnccn3)CC2)CN1CCc1ccccc1 (stereo unspecified) | 0.8 | 101 | -3
COc1ccc(NC(=O)N(C)C[C@H]2Oc3ncc(C#C[C@@H](C)O)cc3C(=O)N([C@H](C)CO)C[C@H]2C)cc1 | 5.2 | 100 | -6
COc1ccc(C2CC(c3cccc([N+](=O)[O-])c3)=NN2/C(C)=C/C(C)=O)cc1 (stereo unspecified) | 3.8 | 665 | 2
O=C1CC(=Nc2ccc([N+](=O)[O-])cc2)NN1c1c(Cl)cc(Cl)cc1Cl | 2.0 | 104 | 1
CCOC(=O)C(C#N)C(=N)C1C(=O)OC2CCCCC21 (stereo unspecified) | 1.6 | 101 | 1
Cc1nc2ccccn2c(=O)c1NC(=O)COc1ccccc1 | 3.5 | 101 | 0
O=C1CCCCc2cc(O)c(O)cc21 | -0.2 | 101 | -1
Cc1cccc2cc(C#N)c(NCCNC(=O)c3ccccc3)nc12 | 3.3 | 101 | -3
Cc1ccc(S(=O)(=O)N(C)C[C@@H]2Oc3ncc(Br)cc3C(=O)N([C@H](C)CO)C[C@@H]2C)cc1 | 4.2 | 103 | -6
CSc1ccc(/C=N/NC(=O)c2ccc3nc[nH]c3c2)cc1 | 0.5 | 96 | 13
COc1ccc(CNC(=O)N2[C@H]3CC[C@@H]2C=C(c2ccc(F)cc2OCc2ccccc2)C3)cc1OC | 1.8 | 109 | -19
CCCCn1c(=S)[nH]c2c(=O)n(C)c(=O)n(C)c21 | 0.8 | 105 | 8
CC(C)Oc1ccc(S(=O)(=O)N2CCOCC2)cc1NC(=O)CSc1nnc(C2CC2)n1C | 1.1 | 97 | 7
COc1ccccc1S(=O)(=O)N(C)C[C@H]1OCc2cnnn2CCCC(=O)N([C@@H](C)CO)C[C@H]1C | 1.0 | 112 | -6
Cc1ccccc1NC(=O)Cc1nc(COC(=O)C(C)(C)Oc2ccc(Cl)cc2)cs1 | 0.9 | 103 | -18
O=C(O)c1ccccc1-c1ccccc1C(=O)Nc1ccc2c(c1)C(O)c1ccccc1-2 (stereo unspecified) | 3.5 | 107 | -9
Cc1ccc(C(=O)Nc2ccc3nc(C)sc3c2)o1 | 3.3 | 100 | 12
c1ccc(-c2nnc3oc(-c4cccs4)nn23)cc1 | 1.0 | 104 | 15
COc1ccc(C(=O)Cn2c(NCCCO)nc3ccccc32)cc1 | 0.0 | 99 | 0
Cc1ccc(NC(=O)c2sc3nc(N4CCOCC4)c4c(c3c2N)CCCC4)cc1 | 0.9 | 102 | -11
Cc1ccc(SCc2c(C(=O)N/N=C/c3cccs3)nnn2-c2nonc2N)cc1 | 3.0 | 99 | 2
Cc1nc2nc(C(F)(F)F)[nH]c2nc1C | 3.7 | 104 | -2
O=C(NNc1ccccc1)OCc1ccccc1 | 2.2 | 96 | 2
O=[N+]([O-])c1ccc(NN=C(C2CC2)C2CC2)c([N+](=O)[O-])c1 | 3.4 | 107 | 4
CCOC(=O)CCCCCC(=O)Nc1ccc2c(c1)C(=O)N([C@H](C)CO)C[C@H](C)[C@@H](CN(C)C(=O)Nc1ccccc1)OCCCC[C@@H](C)O2 | -1.5 | 103 | 0
CCOc1ccccc1NC(=O)CCNC(=O)C1CCN(S(=O)(=O)c2ccccc2)CC1 | 3.2 | 100 | -6
Brc1ccc2c(c1)-c1ccccc1C1=NCCN12 | 3.4 | 100 | 5
CCc1ccc(/C=C2\SC(=S)N(CCCC(=O)NC3=NCCS3)C2=O)cc1 | 2.2 | 103 | 6
Cc1ccc(N(C)S(=O)(=O)c2cccc(C(=O)OCC(=O)N(C)Cc3ccccc3)c2)cc1 | 1.2 | 100 | 1
CNC(=O)C[C@H]1C(=O)N(C2CCCCC2)C[C@@H]1c1ccc(Br)cc1 | 1.3 | 101 | 6
NC(=O)Cc1ccc(OCc2nn[nH]n2)cc1 | 1.6 | 96 | 2
CC1=C(C(=O)N(C(C)C)C(C)C)CC(CC(=O)NC2CCCCC2)C(=O)N1Cc1ccccc1 (stereo unspecified) | -0.6 | 116 | -17
Cc1c(NC(=O)c2cc3ccccc3o2)cccc1-n1cnnn1 | 4.4 | 102 | -4
C[C@@H]1CCCCO[C@H](CN(C)Cc2ccc3c(c2)OCO3)[C@@H](C)CN([C@H](C)CO)C(=O)c2cc(NC(=O)c3ccccc3)ccc2O1 | 2.6 | 99 | 5
N#CCCN(Cc1ccccc1)C(=O)CCC(=O)c1ccc(F)cc1 | 2.4 | 104 | -5
COc1ccc(CN2C(=O)C(CC(=O)NCCN3CCOCC3)CC(C(=O)N(C(C)C)C(C)C)=C2C)cc1 (stereo unspecified) | 0.1 | 106 | 1
CN1C(=O)[C@H]2[C@@H](c3ccc(C(F)(F)F)cc3)N[C@]3(CCCN(CC4CCCCC4)C3=O)[C@H]2C1=O | 2.9 | 111 | -11
CCc1ccc(NC(=O)CSc2nc(C)cs2)cc1 | 6.7 | 105 | -1
COc1ccc(CN2C(=O)C(CC(=O)NCc3cccc4ccccc34)CC(C(=O)N3CCOCC3)=C2C)cc1 (stereo unspecified) | 0.9 | 102 | -4
C[C@H](CO)N1C[C@H](C)[C@@H](CN(C)C(=O)Cc2ccccc2)OCc2cnnn2CCCC1=O | 2.3 | 105 | -1
CC1NC(=O)COC1c1ccccc1 (stereo unspecified) | 5.8 | 106 | 6
COC(=O)C[C@@H]1C[C@H]2c3cc(NC(=O)Nc4ccccc4F)ccc3O[C@H]2[C@H](CO)O1 | 2.8 | 102 | 2
CC#CCN(Cc1ccco1)C(=O)C1CCC(=O)N(CCc2cccc(F)c2)C1 (stereo unspecified) | -0.5 | 109 | -7
C=CCn1c2ccccc2c2nnc(SCC(=O)OC)nc21 | 2.5 | 102 | 8
C[C@H]1CN([C@@H](C)CO)C(=O)CCCn2nncc2CO[C@H]1CN(C)S(=O)(=O)c1cccc(F)c1 | 1.0 | . | 0
O=S(=O)(NN=C(c1ccccc1)c1ccccc1)c1ccccc1 | 2.9 | 106 | 4
CCCC(=O)Nc1ccc(S(=O)(=O)N2CCc3ccccc32)cc1 | 2.3 | 97 | 2
O=C(COC(=O)/C=C/c1cccc(Br)c1)Nc1ccc(Cl)cn1 | -0.8 | 92 | -4
CCc1ccccc1NC(=O)CNC(=O)CCC(=O)c1cc(C)sc1C | 4.6 | 103 | -5
Cc1sc(NC(=O)C2CC(=O)N(Cc3ccco3)C2)nc1-c1ccccc1 (stereo unspecified) | 5.6 | 101 | -9
c1ccc(SC23CC4CC(CC(C4)C2)C3)nc1 | -0.2 | 108 | -1
Cc1ccc(S(=O)(=O)N(C)c2ccc(C(=O)NC3CCCCC3)cc2)cc1 | 1.8 | 103 | 0
O=C(NCCc1ccccc1C(F)(F)F)c1cc(COc2ccccc2)on1 | 4.2 | 102 | -4
c1ccc(N=Nc2ccc(C3=NCCO3)cc2)cc1 | 2.2 | 102 | -2
Cc1cc2c(Nc3ccccc3O)ncnc2s1 | 4.3 | 105 | -5
(cont.)
SMILES | phage Ecoli inh | DSG3 Ab inh | PKA-R1A act
NS(=O)(=O)c1ccc(NC(=O)CN(C(=O)C(F)(F)F)C2CCCC2)cc1 | 2.1 | 105 | -10
CCCCCCn1c(=O)n2n(c1=O)[C@@H]1CN(S(=O)(=O)c3ccc(C)cc3)C[C@]1(O)[C@@H](OC(=O)Nc1c(C)noc1C)C2 | 2.7 | 106 | -6
C[C@H](CO)N1C[C@H](C)[C@@H](CN(C)Cc2ccccc2F)Oc2ncc(Br)cc2C1=O | 2.4 | 102 | 9
CC(=O)CSc1nc2nccnc2[nH]1 | 1.4 | 101 | -8
C/C(=N/NS(=O)(=O)c1ccc(Br)cc1)c1cccc(NC(=O)C2CC2)c1 | 0.5 | 104 | 8
CC(C)C1C(=O)N(Cc2cn(Cc3ccco3)nn2)CCS(=O)(=O)N1Cc1ccc(-c2cccc(N(C)C)c2)cc1 (stereo unspecified) | 3.1 | 98 | -6

For reference, some entries already given:
SMILES | phage Ecoli inh | DSG3 Ab inh | PKA-R1A act
O=S(=O)(NN=C(c1ccccc1)c1ccccc1)c1ccccc1 | 2.9 | 106 | 4
CCCC(=O)Nc1ccc(S(=O)(=O)N2CCc3ccccc32)cc1 | 2.3 | 97 | 2
O=C(COC(=O)/C=C/c1cccc(Br)c1)Nc1ccc(Cl)cn1 | -0.8 | 92 | -4
CCc1ccccc1NC(=O)CNC(=O)CCC(=O)c1cc(C)sc1C | 4.6 | 103 | -5
Cc1sc(NC(=O)C2CC(=O)N(Cc3ccco3)C2)nc1-c1ccccc1 (stereo unspecified) | 5.6 | 101 | -9
c1ccc(SC23CC4CC(CC(C4)C2)C3)nc1 | -0.2 | 108 | -1
Cc1ccc(S(=O)(=O)N(C)c2ccc(C(=O)NC3CCCCC3)cc2)cc1 | 1.8 | 103 | 0
O=C(NCCc1ccccc1C(F)(F)F)c1cc(COc2ccccc2)on1 | 4.2 | 102 | -4
c1ccc(N=Nc2ccc(C3=NCCO3)cc2)cc1 | 2.2 | 102 | -2
Cc1cc2c(Nc3ccccc3O)ncnc2s1 | 4.3 | 105 | -5
NS(=O)(=O)c1ccc(NC(=O)CN(C(=O)C(F)(F)F)C2CCCC2)cc1 | 2.1 | 105 | -10
CCCCCCn1c(=O)n2n(c1=O)[C@@H]1CN(S(=O)(=O)c3ccc(C)cc3)C[C@]1(O)[C@@H](OC(=O)Nc1c(C)noc1C)C2 | 2.7 | 106 | -6
C[C@H](CO)N1C[C@H](C)[C@@H](CN(C)Cc2ccccc2F)Oc2ncc(Br)cc2C1=O | 2.4 | 102 | 9
CC(=O)CSc1nc2nccnc2[nH]1 | 1.4 | 101 | -8
C/C(=N/NS(=O)(=O)c1ccc(Br)cc1)c1cccc(NC(=O)C2CC2)c1 | 0.5 | 104 | 8
CC(C)C1C(=O)N(Cc2cn(Cc3ccco3)nn2)CCS(=O)(=O)N1Cc1ccc(-c2cccc(N(C)C)c2)cc1 (stereo unspecified) | 3.1 | 98 | -6

High-throughput results deposited in PubChem BioAssay by several laboratories.
